Screening results (PubChem BioAssay)
FUS suppressor: suppressors of FUS proteinopathy in yeast; S. cerevisiae FUS-expressing, growth rescue, OD600, 24 h; 0.24% of 390,000 active; Potency, µM (series often up to 76.6 µM), for the others: at the top dose growth rescue (activation), usual class: activators; active means well fitted activation curve with a large enough effect; inconclusive means small, poorly fitted or top-dose-only effect; inactive means no such curve, though single readings can be large or run the other way;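 further: plate controls were DMSO vehicle for no effect and reference control for full effect; nearly all actives have a fitted effect of over 55% in size; some results filed as inactive show a strong effect at the top dose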
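Steps: raffinose overnight preculture; dilution to OD 0.005 in 2% galactose minimal medium; compound addition (concentration series); 24hr at 30C, 99% humidity; absorbance read at 600 nm.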
Numbers without * were called inactive; u = inconclusive. Potency means the concentration at half of the fitted maximal effect. Some of the compounds tested; count on the stated rates, not on these rows.

SMILES	FUS suppressor
COC(=O)[C@]12C[C@H](CC(=O)N3CCN(C(=O)C4CC4)CC3)C(=O)N(Cc3cccc4ccccc34)C1=C[C@H](COCc1ccccc1)O[C@@H]2C	u
O=C(CSc1nnc(COc2ccccc2)n1Cc1ccco1)Nc1ccc2c(c1)OCO2	u
CN1CCN(c2ccc3c(c2)Oc2ccccc2CN(Cc2cn(Cc4ccc(F)cc4)nn2)S3(=O)=O)CC1	-4%
C[C@H]1CCCN1c1cccc2c1S(=O)(=O)N(C1CC1)CCCO2	-12%
CCCCCCCCN1C(=O)[C@@H](CC(=O)N2CCCC2)C[C@@]2(C(=O)OC)C1=C[C@H](C(C)C)O[C@@H]2C1CC1	13µM*
COc1ccc(OC[C@@H](O)CN2CCC(C(O)(c3ccccc3)c3ccccc3)CC2)cc1	12%
COc1cccc(/C=C2\CC3(OC(=O)c4ccc(F)cc4)CCCN2C3)c1 (stereo unspecified)	4%
COc1ccccc1NC(=O)OC1CC2CC1[C@H]1CCCCN1[C@H]2Cc1ccccc1 (stereo partly specified)	7%
CCOC(=O)[C@]12CCCCC/C=C\1N(Cc1ccc(OC)cc1)C(=O)[C@H]2CC(=O)NCc1cccc2ccccc12	u
COP(=O)(O)C[C@@H]1CCc2cc(C)cc([C@H](CC(C)C)NC(=O)OCc3ccccc3)c2O1	44%
CC(=O)c1c(C)[nH]c(C(=O)Nc2ccccc2C)c1C	-5%
Cc1ccc(NC(=O)CN2C(=O)CCSc3ccccc32)cc1C	-4%
CCOC(=O)[C@@]12CN(C(=O)OC(C)(C)C)CC=C1N(Cc1ccc(OC)cc1)C(=O)[C@H]2CC(=O)NCCCOC	19%
O=C(N1CCC(Cc2ccccc2)CC1)n1ncc(C(O)(c2ccccc2)c2ccccc2)n1	37%
CCCCNC(=O)C1CCCN1C(=O)Nc1cc(C)cc(C)c1 (stereo unspecified)	-10%
CC(C)CCNC(=O)CSc1nc2c(c(=O)[nH]1)CCC2	-7%
CCOC(=O)c1cccc(-c2cc(C(=O)OC)c3n(c2=O)CCC3)c1	28%
COc1ccc(CSc2nnc(SCC(=O)Nc3ccccc3-c3ccccc3)s2)cc1	u
Cc1ccc(S(=O)(=O)N2CCCC2C(=O)N2CCN(c3ccccc3)CC2)cc1 (stereo unspecified)	26%
N=c1c2c(-c3ccccc3)c(-c3ccccc3)n(CCc3ccccc3)c2ncn1CCO	10%
Cc1ccccc1NC(=O)c1cccc2c1-c1ccccc1C2=O	-4%
O=C(NCCO)C1(C(=O)C2CC2)CC(c2ccccn2)=NO1 (stereo unspecified)	-19%
COc1ccc(CSc2nnc(SCC(=O)Nc3ccccc3C(F)(F)F)s2)cc1	-4%
COc1ccc(N2CCN(CCCNC(=O)CCc3cccc(Cl)c3)CC2)cc1	-1%
COC(=O)[C@]12C=CCN1[C@H](c1ccccc1)c1c(c3ccccc3n1S(=O)(=O)c1ccc(C)cc1)C2	17%

An excerpt from above in order of heavy-atom count, low to high:
SMILES	FUS suppressor
O=C(NCCO)C1(C(=O)C2CC2)CC(c2ccccn2)=NO1 (stereo unspecified)	-19%
Cc1ccccc1NC(=O)c1cccc2c1-c1ccccc1C2=O	-4%
COc1ccc(CSc2nnc(SCC(=O)Nc3ccccc3C(F)(F)F)s2)cc1	-4%
O=C(N1CCC(Cc2ccccc2)CC1)n1ncc(C(O)(c2ccccc2)c2ccccc2)n1	37%
COC(=O)[C@]12C[C@H](CC(=O)N3CCN(C(=O)C4CC4)CC3)C(=O)N(Cc3cccc4ccccc34)C1=C[C@H](COCc1ccccc1)O[C@@H]2C	u

Continuation:
SMILES	FUS suppressor
O=C(Nc1cccc(Cl)c1)O[C@@H]1CC[C@@]23CCCN2C(=O)CCC[C@H]3C1	17%
C[C@H]1C2CC(OC(=O)Nc3cccc(Cl)c3)C(C2)[C@H]2CCCCN21 (stereo partly specified)	-5%
CN1C(=O)c2cc(NS(C)(=O)=O)ccc2OC[C@H]2O[C@@H](CC(=O)NCc3ccc(-c4ccccc4)cc3)CC[C@@H]21	29%
CCN(CC)C(=O)CC[C@@H]1CC[C@]2(CCCN(Cc3ccncc3)C2)O1	-15%
CCN(CC)C(=O)CC[C@H]1CC[C@]2(CCCN(Cc3cccc4ccccc34)C2)O1	-12%
O=C(Cn1nnc(-c2ccncc2)n1)Nc1ccc(Oc2ccccc2)cc1	22%
O=C(OCc1ccccc1)[C@H](Cc1ccccc1)NC(=O)[C@@H]1CC=C[C@@H]2CCN(Cc3ccccc3)C(=O)[C@@H]21	44%
Cn1c(=O)cc(OCC(=O)N2CCN(c3ccccc3Cl)CC2)c2ccccc21	15%
Nn1c(SCC(=O)Nc2cccc3ccccc23)nnc1-c1n[nH]c2c1CCC2	2%
CC(C)c1ccccc1NC(=O)[C@@H]1CCCN1S(=O)(=O)c1cccc2cccnc12	20%
CC1(C)CC(=O)N(CC(=O)N2CCN(Cc3ccccc3)CC2)c2ccccc2S1(=O)=O	-2%
Cc1cccc(NC(=O)C2CCCN(c3nnc(-n4cccc4)s3)C2)c1C (stereo unspecified)	7%
C[C@@H](NC(=O)C[C@H]1CC[C@H]2[C@@H](COc3ccc(NC(=O)Nc4ccccc4)cc3C(=O)N2C)O1)c1ccccc1	u
CCCCCCCCN1C(=O)[C@@H](CC(=O)NCCCN2CCCC2=O)C[C@@]2(C(=O)OC)C1=C[C@H](C(C)C)O[C@@H]2C1CC1	18µM*
C[C@@H](CCCCC1(C)OCCO1)CCC(=O)N(c1ccccc1)c1ccccc1	25%
CCN(CC)C(=O)CC[C@@H]1CC[C@]2(CCCN(Cc3cccc4ccccc34)C2)O1	-4%
COc1ccc(C2=CCN(C)C(=O)N2c2ccc([N+](=O)[O-])cc2)cc1	-8%
Cn1cccc1C(=O)N1CCN(S(=O)(=O)c2cccc3ccccc23)CC1	u
O=S1(=O)N[C@H](Cc2ccccc2)COc2cc(N3CCCC3)ccc21	-1%
Cc1ccccc1CS(=O)(=O)Cc1ccc(C(=O)Nc2ccc(Cl)cc2)o1	18%
Nc1[nH]c2ccccc2c1C(=O)NC1CC1	-4%
CCC(C)NC(=O)CNc1nnnn1-c1ccccc1 (stereo unspecified)	-5%
O=C(Nc1nc2ncccn2c1-c1ccc(C(F)(F)F)cc1)C1CC1	-2%
C=CCN1C(=O)[C@@H](CC(=O)N2CCOCC2)[C@]2(C(=O)OC)CCCCC=C12	-16%
Cc1ccccc1C(=O)NC1CCCCN(C(C)C)C1=O (stereo unspecified)	-22%

Continuation.
SMILES	FUS suppressor
CCN(C(=O)Cn1nnc(-c2ccncc2)n1)c1ccccc1	0%
FC(F)(F)c1ccccc1NC(=S)OC1CCC12CCC(c1ccccc1)CC2 (stereo unspecified)	17%
COc1ccc(OC)c(S(=O)(=O)N2CCCC(C(=O)Nc3c(C)n(C)n(-c4ccccc4)c3=O)C2)c1 (stereo unspecified)	-10%
N#Cc1ccc(NC(=O)OC2CC3CC2[C@H]2CCCCN2[C@H]3Cc2ccccc2)cc1 (stereo partly specified)	18%
C/C=C/C(=O)N1CCc2cc(S(=O)(=O)N(C)Cc3ccco3)ccc21	7%
CCC(=O)N1CCc2cc(Br)c(S(=O)(=O)N3CCC(C(=O)NC(C)(C)C)CC3)cc21	-2%
O=C(NCc1cccs1)C1C2C=CC3(CN(Cc4ccccc4)C(=O)C13)O2 (stereo unspecified)	-17%
CCOc1ccc(CCNC(=O)c2ccc3[nH]ccc3c2)cc1OCC	17%
C[C@H]1[C@@H](NC(=O)c2ccc(C(F)(F)F)cc2)CC[C@@]23CCCN2C(=O)CCC[C@@H]13	23%
COc1ccc([C@@]23CCN=C2c2[nH]c4ccccc4c2CCN3)c(N)c1	6%
CCOc1ccc(-n2c(SCC(=O)Nc3ccc(S(=O)(=O)Nc4nccs4)cc3)nnc2-c2ccccc2)cc1	u
CCOC(=O)[C@@]12CCCC3=C1N(CCC3)C(=O)[C@H]2CC(=O)NCc1cccc(C(F)(F)F)c1	25%
C[C@H]1CCC[C@H](O)CC(=O)c2c(O)cc(O)cc2CC(=O)O1	-27%
CC(=O)N1CCCN(C(=O)CCn2nnc3ccccc32)CC1	-25%
CCCCCN1CCCCC(NC(=O)Cc2ccccc2)C1=O (stereo unspecified)	-15%
CCCC1CCC2(CCCN2CCOC(=S)NCc2cccc(C)c2)CC1 (stereo unspecified)	20%
Cc1onc(C(=O)N2CCN(C(c3ccc(Cl)cc3)c3ccc(Cl)cc3)CC2)c1[N+](=O)[O-]	22%
C=CCn1c(Cc2cccs2)nnc1SCC(=O)Nc1ccc2c(c1)OCO2	10%
CCOC(=O)[C@]12CCCC=C1N(Cc1ccc(OC)cc1)C(=O)[C@@H]2CC(=O)N1CCCC1	14%
O=C(Nc1ccc(F)cc1)OCCN1C(=O)CCC12CCC(c1ccc(Cl)cc1)CC2 (stereo unspecified)	-10%
COC(=O)[C@]12C[C@H](CC(=O)NCCCN3CCCC3=O)C(=O)N(Cc3cccc4ccccc34)C1=C[C@H](C1CCCC1)O[C@@H]2C	u
C[C@@H]1COc2cc(Br)ccc2S(=O)(=O)N1Cc1cn(CC2CCCCC2)nn1	-19%
CSCCCNC(=O)c1oc(=O)c2ccccc2c1-c1ccc(C)cc1	23%
O=C(OCCCN1CCC2(CCC(c3ccccc3)CC2)C1=O)c1ccccc1 (stereo unspecified)	37%
COC(=O)[C@]12C[C@H](CC(=O)NCc3ccc(OC)c(OC)c3)C(=O)N(Cc3ccc(Cl)cc3Cl)C1=C[C@H](C(C)(C)C)O[C@@H]2C	u

Marked active in FUS suppressor (from the list above):
SMILES	FUS suppressor
CCCCCCCCN1C(=O)[C@@H](CC(=O)N2CCCC2)C[C@@]2(C(=O)OC)C1=C[C@H](C(C)C)O[C@@H]2C1CC1	13µM*
CCCCCCCCN1C(=O)[C@@H](CC(=O)NCCCN2CCCC2=O)C[C@@]2(C(=O)OC)C1=C[C@H](C(C)C)O[C@@H]2C1CC1	18µM*

Ordered by value in FUS suppressor (rising): some entries from above.
SMILES	FUS suppressor
COc1ccc(C2=CCN(C)C(=O)N2c2ccc([N+](=O)[O-])cc2)cc1	-8%
CC(=O)c1c(C)[nH]c(C(=O)Nc2ccccc2C)c1C	-5%
Cc1ccccc1CS(=O)(=O)Cc1ccc(C(=O)Nc2ccc(Cl)cc2)o1	18%
Cc1ccc(S(=O)(=O)N2CCCC2C(=O)N2CCN(c3ccccc3)CC2)cc1 (stereo unspecified)	26%
COP(=O)(O)C[C@@H]1CCc2cc(C)cc([C@H](CC(C)C)NC(=O)OCc3ccccc3)c2O1	44%

Remaining list, next part.
SMILES	FUS suppressor
CCC(NC(=O)c1ccc2c(ccn2Cc2cccc(-c3ccccc3C(=O)O)c2)c1)c1ccccc1 (stereo unspecified)	u
COC(=O)c1ccc(Cn2ccc3ccc(-c4ccc5ccn(C(=O)C6CCCCC6)c5c4)cc32)cc1	u
O=C(CNS(=O)(=O)c1ccccc1F)N1CCN(c2ccccn2)CC1	-1%
CCCCNC(=O)C1(C(=O)C2CC2)CC(C(=O)OCC)=NO1 (stereo unspecified)	14%
COC(=O)[C@]12C[C@H](CC(=O)NCc3cccc4ccccc34)C(=O)N(CCc3ccc(OC)c(OC)c3)C1=C[C@H](C(C)C)O[C@@H]2C1CC1	13µM*
Cc1ccccc1CN1CCCCC(NC(=O)Nc2cccc([N+](=O)[O-])c2)C1=O (stereo unspecified)	4%
CCN(C(=O)CN1CCN(c2nc(-c3ccccc3)cs2)CC1)c1ccccc1C	u
CCOC(=O)[C@]12CCCC=C1N(CCCOC)C(=O)[C@@H]2CC(=O)NCc1ccccc1	1%
COc1cc(C(NC(=O)C(F)(F)F)C2CCCC=C2c2ccccc2)cc(OC)c1OC (stereo unspecified)	16%
CCn1c2ccccc2c2cc(C=Nn3c(-c4ccccn4)n[nH]c3=S)ccc21	14%
CCOc1ccc(CCNC(=O)c2cc(-c3ccccc3)c(N3CCOCC3)s2)cc1OC	u
COc1ccc(CNC2CCC23CCC(c2ccccc2)CC3)cc1OC (stereo unspecified)	2%
O=C(CCc1ccccc1)N[C@H]1[C@@H](OC(=O)c2cccnc2)CCC[C@]12C(=O)N(Cc1ccccc1)c1ccccc12	15%
Fc1cccc(Cn2ccc3ccc(-c4ccc5ccn(Cc6ccccc6)c5c4)cc32)c1	32%
CCOC(=O)[C@@]12CCCC=C1N(CCc1ccc(Cl)cc1)C(=O)[C@H]2CC(=O)NCCCCc1ccccc1	u
CCOc1cc(CCNC(=O)c2cc3ccsc3n2C)ccc1OC	-2%
O=C(CSc1nnc(-c2cccs2)o1)c1cccc([N+](=O)[O-])c1	11%
N#Cc1ccc(Cn2ccc3ccc(-c4ccc5ccn(Cc6ccccc6)c5c4)cc32)cc1	30%
Cn1cccc1C(=O)N1CCN(S(=O)(=O)c2ccc([N+](=O)[O-])cc2)CC1	18%
CCOC(=O)[C@]12CCCCC/C=C\1N(CCc1ccc(Cl)cc1)C(=O)[C@H]2CC(=O)N1CCCCC1	35%
Cc1cc(C)nc(NC(=S)N2CCN(c3ccc(C(F)(F)F)cn3)CC2)c1	-7%

Part of the list above, as labelled records:
CCN(C(=O)CN1CCN(c2nc(-c3ccccc3)cs2)CC1)c1ccccc1C
- FUS suppressor: u

CCOC(=O)[C@]12CCCC=C1N(CCCOC)C(=O)[C@@H]2CC(=O)NCc1ccccc1
- FUS suppressor: 1%
